Giardia FBPA inh – inhibitors of Giardia lamblia fructose-1,6-bisphosphate aldolase; purified Giardia FBPA; A8B2U2; Potency, µM (top dose mostly 59.6 µM), for the others: at the highest dose activity, negative = inhibition, actives largely listed as inhibitors; hit rate 0.71% among 290,000; note: potency is the fitted concentration of half-maximal effect; % is set by controls: 0 for no effect and ±100 for the full control effect; nearly all actives have a fitted effect of over 55% in size
Target sequence (A8B2U2 whole entry, looked up): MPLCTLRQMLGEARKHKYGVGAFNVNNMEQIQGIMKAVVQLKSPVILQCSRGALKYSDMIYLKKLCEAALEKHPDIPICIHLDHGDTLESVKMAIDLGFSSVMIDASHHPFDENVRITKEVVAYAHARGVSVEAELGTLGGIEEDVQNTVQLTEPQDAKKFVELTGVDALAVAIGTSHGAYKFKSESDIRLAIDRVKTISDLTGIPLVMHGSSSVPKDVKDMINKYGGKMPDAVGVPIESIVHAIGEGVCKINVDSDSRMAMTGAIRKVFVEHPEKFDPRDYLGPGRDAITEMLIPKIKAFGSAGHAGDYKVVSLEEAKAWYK
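Giardia FBPA (40 nM reagent) was preincubated 10 min at RT with compound (up to 57.5 uM final), then substrate plus GAPDH/TPI/NAD/arsenate coupling system with diaphorase/resazurin was added; resorufin fluorescence (525/598 nm) was read after 20 min.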
AmpC detergent – blocks E. coli AmpC beta-lactamase in detergent assay | Potency, µM (top dose mostly 114 µM), without a hit: top-dose activity change, negative = inhibition, actives largely listed as inhibitors | AmpC hydrolysis of nitrocefin, absorbance 480 nm, 0.01% Triton | P00811 | hit rate 0.041% among 370,000;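 note: potency is the fitted concentration of half-maximal effect; 0% = no-compound wells and -100% = no-enzyme wells; nearly all actives have a fitted effect of over 25% in size; some results filed as inactive show a strong effect at the top dose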
Target sequence (P00811 whole entry, looked up): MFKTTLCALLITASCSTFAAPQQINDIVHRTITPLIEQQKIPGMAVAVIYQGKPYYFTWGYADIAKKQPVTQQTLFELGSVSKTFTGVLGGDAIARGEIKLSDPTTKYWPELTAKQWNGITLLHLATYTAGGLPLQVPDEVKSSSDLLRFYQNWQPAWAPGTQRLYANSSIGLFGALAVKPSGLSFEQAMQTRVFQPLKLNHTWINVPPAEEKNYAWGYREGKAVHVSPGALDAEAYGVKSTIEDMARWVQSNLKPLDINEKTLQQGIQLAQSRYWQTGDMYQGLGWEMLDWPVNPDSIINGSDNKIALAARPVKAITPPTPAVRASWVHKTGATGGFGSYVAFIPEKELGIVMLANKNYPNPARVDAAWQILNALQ
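20 mM phosphate pH 7.0 + 0.01% (detergent screen) or 0.0001% Triton X-100; 5.3 nM AmpC reagent; cpd preinc 15 min RT; nitrocefin (800 uM stock) to start; A480 q20 s × 4 min; Activity was normalised to no-enzyme and no-compound control wells.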
HCMV inh – blocks human cytomegalovirus replication. AID 1259415. HFF cells, HCMV-luciferase reporter, 72 h; stronger effect = lower value. activity change, negative = inhibition, % at 57.5 µM. hit rate 4.5% among 410,000; in the data active = activity change below about -60%; inconclusive = no clear call, values can overlap the other calls; inactive = above about -39%; note: % is set by controls: 0 for no effect and ±100 for the full control effect
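Steps: HFFs plated, 16 h 37C; compounds added; HCMV-luciferase added to MOI 1 PFU/cell; 72 h 37C; OneGlo reagent, 5 min room temperature; luminescence read, normalized to controls.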
AmpC inh no detg – blocks E. coli AmpC beta-lactamase in detergent-free assay | AmpC nitrocefin hydrolysis, absorbance 480 nm, 0.0001% Triton | Potency, µM (series often up to 57.1 µM), without a hit: at the top dose activity change, negative = inhibition, actives largely listed as inhibitors | hit rate 0.52% among 330,000 | AID 485341;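 note: potency is the fitted concentration of half-maximal effect; plate controls were no compound for no effect and no enzyme for full effect; nearly all actives have a fitted effect of over 20% in size; some results filed as inactive show a strong effect at the top dose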
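AmpC (5.3 nM in the dispensed reagent) in 20 mM phosphate pH 7.0 with 0.01% (detergent screen) or 0.0001% Triton X-100 was preincubated with compounds for 15 min at room temperature. Nitrocefin was then added from an 800 uM solution, and hydrolysis was followed at 480 nm.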
Shiga toxin inh – Shiga toxin inhibition | Vero cells, Shiga toxin protein synthesis inhibition reporter | inhibition, % at 38.7 µM | hit rate 9.2% among 290,000 | AID 2315; in the data active = inhibition mostly above about 28%, no sharp cut-off; inactive = mostly below about 43%; note: 0% is about no effect
AMA1-RON2 inh – inhibitors of Plasmodium falciparum AMA1-RON2 interaction | Potency, µM (titrated, usually from 58.2 µM), for inactives: at the highest dose activity change, negative = inhibition, hits mostly inhibitors | hit rate 0.2% among 360,000 | AID 720542 | AlphaScreen AMA1-biotinylated RON2 peptide binding;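 note: potency is the fitted concentration of half-maximal effect; 0% = vehicle wells and -100% = peptide control; nearly all actives have a fitted effect of over 45% in size; some results filed as inactive show a strong effect at the top dose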
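AMA1 (3D7) with his tag at 25 nM final met compounds first, then biotinylated RON2 peptide at 25 nM; detection used donor plus acceptor beads, 10 µg/mL apiece, read by AlphaScreen after 30 min at room temperature.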
Cycloheximide cs – counter-screen for Shiga toxin inhibitors: cycloheximide protein synthesis inhibition; cell reporter, cycloheximide protein synthesis inhibition counterscreen; AID 2314; hit rate 12% among 300,000; max response, %; in the data active = max response mostly above about 13%, no sharp cut-off; inactive = mostly below about 14%; note: read at 38.3 µM for the half of the compounds with a filed dose; 0% is about no effect
* = called active by the depositor; [ ] = dose if it differs, or a comment. Unless noted, calls come from the whole dose curve; as a rule, active = well fitted curve in the direction sought with a large enough effect; inconclusive = small, poorly fitted or top-dose-only effect, or another doubt; inactive = no such curve, though single readings can be large; an effect the other way counts as inactive or inconclusive.

Cc1ccc(S(=O)(=O)CCC(=O)OCc2cc(C)ccc2C)cc1 was read as AmpC detergent inconclusive, HCMV inh -21, AmpC inh no detg -3% and AMA1-RON2 inh 8%.
`Cc1c(Cl)cccc1NS(=O)(=O)c1ccc(-c2ccc(=O)[nH]n2)o1` gave Giardia FBPA inh 21%, AmpC detergent -3%, HCMV inh -21, AmpC inh no detg -28%, Shiga toxin inh -3, AMA1-RON2 inh 17% and Cycloheximide cs -4.
CC(C)N1CC(C(=O)Nc2ccc(Cl)c([N+](=O)[O-])c2)CC1=O (stereo not drawn) was read as Giardia FBPA inh 2%, AmpC detergent 0%, HCMV inh 16, AmpC inh no detg -4%, Shiga toxin inh -5, AMA1-RON2 inh -3% and Cycloheximide cs -1.
Screening Cc1ccc(NC(=O)CO/N=C/c2ccc(N(C)C)cc2)cc1 returned Giardia FBPA inh 6%, AmpC detergent inconclusive, HCMV inh -40, AmpC inh no detg -43%, Shiga toxin inh -10, AMA1-RON2 inh inconclusive and Cycloheximide cs 10.
`COc1cc(C(=O)OC2CC3CCC2(C)C3(C)C)ccc1OC(C)=O` (stereo not drawn) gave Giardia FBPA inh 7%, AmpC detergent 10%, HCMV inh 32, AmpC inh no detg 45%, Shiga toxin inh -4, AMA1-RON2 inh 7% and Cycloheximide cs 16*.
`CC(C)(C)c1cc(-c2nc(N)nc(N)n2)c(O)c(C(C)(C)C)c1` gave AmpC detergent -1%, HCMV inh 14, AmpC inh no detg 63%[activator] and AMA1-RON2 inh 8%.
`Cc1ccc(NC(=O)C2CCCN(c3ncnc4c3nc3n4CCCCC3)C2)cc1Cl` (stereo not drawn) gave AmpC detergent -3%, HCMV inh -25, AmpC inh no detg 134%[activator], Shiga toxin inh 13, AMA1-RON2 inh 5% and Cycloheximide cs 10.
`COc1ccc(/C=N/N=C2/NC(=O)C(CC(=O)NC(N)=O)S2)cc1` (stereo not drawn) gave Giardia FBPA inh 7%, AmpC detergent 11%, HCMV inh 12, AmpC inh no detg -9%, Shiga toxin inh -2, AMA1-RON2 inh 19% and Cycloheximide cs -5.
For CC1(C)CC(N2CN(C3CCCCC3)CC2=O)CC(C)(C)N1 the results were Giardia FBPA inh 0%, AmpC detergent inconclusive, HCMV inh -9, AmpC inh no detg -3%, Shiga toxin inh -6, AMA1-RON2 inh 5% and Cycloheximide cs -3.
Screening COc1ccc(N(CC(=O)NC2CCCC2)C(=O)Cn2nnc(-c3ccc(C)o3)n2)c(OC)c1 returned Giardia FBPA inh -1%, AmpC detergent 0%, HCMV inh -9, AmpC inh no detg 71%[activator], Shiga toxin inh 2, AMA1-RON2 inh 5% and Cycloheximide cs -2.
Screening COc1ccc(N2CC(C(=O)OCC(=O)Nc3cccc(C)c3C)CC2=O)cc1 (stereo not drawn) returned Giardia FBPA inh -2%, AmpC detergent 1%, HCMV inh 6, AmpC inh no detg -4%, Shiga toxin inh 9, AMA1-RON2 inh -1% and Cycloheximide cs -3.
CCCCN(C(=O)C(C)N1C(=O)c2ccccc2C1=O)c1c(N)n(CC(C)C)c(=O)[nH]c1=O (stereo not drawn) was read as AmpC detergent inconclusive, HCMV inh 54, AmpC inh no detg 0% and AMA1-RON2 inh 0%[11.6 µM].
`Cc1nc(C(=O)Nc2cc(Cl)ccc2Cl)nn1-c1cc(OC(C)C)c(Cl)cc1Cl` gave Giardia FBPA inh 1%, AmpC detergent -1%, HCMV inh -11, AmpC inh no detg -10%, Shiga toxin inh -14, AMA1-RON2 inh 12% and Cycloheximide cs -4.
`Cc1ccc(C2C(C=Nc3c(C)n(C)n(-c4ccccc4)c3=O)=C(c3ccccc3)Oc3ccccc32)cc1` (stereo not drawn) gave Giardia FBPA inh -1%, AmpC detergent -16%, HCMV inh -16, AmpC inh no detg -34%, Shiga toxin inh -10, AMA1-RON2 inh -15% and Cycloheximide cs -2.
`Cc1nc(Nc2ccc(C(=O)O)cc2)sc1-c1ccccc1` gave Giardia FBPA inh 8%, AmpC detergent 12%, HCMV inh 14, AmpC inh no detg -24%, Shiga toxin inh 84*, AMA1-RON2 inh -16% and Cycloheximide cs 53*.
C/C(CC(=O)NCc1ccco1)=N\NC(=O)COc1ccc(Cl)cc1Cl was read as Giardia FBPA inh 6%, AmpC detergent -5%, HCMV inh 29, AmpC inh no detg 11%, Shiga toxin inh -7, AMA1-RON2 inh 50%[activator] and Cycloheximide cs -2.
Screening N#Cc1ccccc1NC(=O)COC(=O)c1c[nH]c2ccccc12 returned AmpC detergent -15%, HCMV inh 2, AmpC inh no detg -17% and AMA1-RON2 inh -8%.
CCOC(=O)Nc1ccc2nc(N3CCCCCC3)sc2c1 was read as Giardia FBPA inh 2%, AmpC detergent -2%, HCMV inh -35, AmpC inh no detg 24%, Shiga toxin inh 126*, AMA1-RON2 inh -4% and Cycloheximide cs 34*.
For CC(NC(=O)C(C)N1CCN(Cc2ccccc2)CC1)c1ccc(F)cc1 (stereo not drawn) the results were Giardia FBPA inh -5%, AmpC detergent 1%, HCMV inh 6, AmpC inh no detg 54%, Shiga toxin inh 44, AMA1-RON2 inh -4% and Cycloheximide cs -2.
CCn1cc(Cl)c(C(=O)Nc2nc3ccccc3n2CCN2CCCCC2)n1 was read as Giardia FBPA inh 18%, AmpC detergent 0%, HCMV inh 5, AmpC inh no detg -13%, Shiga toxin inh 39, AMA1-RON2 inh 95%[activator] and Cycloheximide cs 4.
Screening CCn1c(SCC(=O)NC2CCCCC2)nnc1C(CO)NC(=O)c1ccccc1 (stereo not drawn) returned AmpC detergent -7%, HCMV inh 69, AmpC inh no detg 3%, Shiga toxin inh -9, AMA1-RON2 inh -5% and Cycloheximide cs -2.
CC(=O)c1c(C(=O)O)c2ccccc2[nH]c1=O was read as Giardia FBPA inh 2%, AmpC detergent -5%, HCMV inh -20, AmpC inh no detg -13%, Shiga toxin inh 13, AMA1-RON2 inh -3% and Cycloheximide cs -4.
`Cc1ccc(-n2ncc3c(NCc4cccnc4)ncnc32)c(C)c1` gave Giardia FBPA inh -4%, AmpC detergent inconclusive, HCMV inh inconclusive, AmpC inh no detg -22%, Shiga toxin inh 8, AMA1-RON2 inh 17% and Cycloheximide cs 0.
Screening Cc1ccc(S(=O)(=O)Oc2ccccc2/C=C2/SC(=O)NC2=O)cc1 returned Giardia FBPA inh -5%, AmpC detergent -14%, HCMV inh -22, AmpC inh no detg -54%, Shiga toxin inh 4, AMA1-RON2 inh -5% and Cycloheximide cs -2.
`O=C/C(=C\Nc1ccc(Br)cc1)c1nc2ccccc2o1` gave Giardia FBPA inh -25%, AmpC detergent 0%, HCMV inh -23, AmpC inh no detg -35%, Shiga toxin inh 4, AMA1-RON2 inh 11% and Cycloheximide cs -4.
Screening O=C(CSc1nc2cc(Cl)ccc2o1)NC1CC1 returned HCMV inh 0, AmpC inh no detg -20% and AMA1-RON2 inh -4%.
For O=C(Nc1cc2c(cc1Br)OCCCO2)c1cccnc1 the results were Giardia FBPA inh 2%, AmpC detergent 4%, HCMV inh 8, AmpC inh no detg 0%, Shiga toxin inh 84*, AMA1-RON2 inh 3% and Cycloheximide cs 38*.
O=C(Nc1cccc(S(=O)(=O)N2CCOCC2)c1)c1cc([N+](=O)[O-])ccc1N1CCOCC1 was read as AmpC detergent -1%, HCMV inh -8, AmpC inh no detg 57% and AMA1-RON2 inh -12%.
COc1ccc(Oc2nc3ccccc3nc2C(F)(F)F)cc1 was read as Giardia FBPA inh 1%, AmpC detergent inconclusive, HCMV inh -22, AmpC inh no detg -31%, Shiga toxin inh -14, AMA1-RON2 inh 21% and Cycloheximide cs 1.
`COc1cccc(-c2nn[nH]n2)c1O` gave Giardia FBPA inh -7%, AmpC detergent -8%, HCMV inh 67, AmpC inh no detg -11%, Shiga toxin inh -6, AMA1-RON2 inh 65%[activator] and Cycloheximide cs -3.
For CSCc1c(C(=O)OCC(=O)c2ccc[nH]2)oc2ccccc12 the results were AmpC detergent 0%, AmpC inh no detg -31% and AMA1-RON2 inh -21%.
Screening Cc1ccc(Nc2c(N)c(=O)oc3ccccc23)cc1 returned Giardia FBPA inh 1%, AmpC detergent -8%, HCMV inh 31, AmpC inh no detg -39%, Shiga toxin inh 57*, AMA1-RON2 inh -9% and Cycloheximide cs 22*.
Screening CCOC(=O)C1CN(S(=O)(=O)c2ccc(OC)cc2)c2ccccc2O1 (stereo not drawn) returned Giardia FBPA inh -1%, AmpC detergent 0%, HCMV inh -22, AmpC inh no detg 3%, Shiga toxin inh 11, AMA1-RON2 inh 9% and Cycloheximide cs -3.
COc1cc(CC(=O)Oc2ccc3c(c2)OCO3)cc(OC)c1OC was read as Giardia FBPA inh 1%, AmpC detergent 2%, HCMV inh -5, AmpC inh no detg 0%, Shiga toxin inh -7, AMA1-RON2 inh 15% and Cycloheximide cs -2.
`CC(=O)CC(=O)Nc1ccn(-c2ccccc2)n1` gave Giardia FBPA inh 4%, AmpC detergent -12%, HCMV inh -21, AmpC inh no detg -36%, Shiga toxin inh 22, AMA1-RON2 inh -5% and Cycloheximide cs -2.
CCC1CCCCN1S(=O)(=O)c1ccc2[nH]c(=O)ccc2c1 (stereo not drawn) was read as Giardia FBPA inh -26%, AmpC detergent -10%, HCMV inh 10, AmpC inh no detg -24%, Shiga toxin inh -6, AMA1-RON2 inh 0% and Cycloheximide cs 1.
CC(=O)N1CCc2cc(S(=O)(=O)NCC(=O)NCc3ccc(Cl)cc3)ccc21 was read as Giardia FBPA inh 1%, AmpC detergent 0%, HCMV inh 0, AmpC inh no detg 12%, Shiga toxin inh -3, AMA1-RON2 inh 0% and Cycloheximide cs -1.
CCCC(c1nnnn1Cc1cccs1)N1CCN(C2CCCC2)CC1 (stereo not drawn) was read as Giardia FBPA inh -2%, AmpC detergent -1%, HCMV inh 7, AmpC inh no detg -23%, Shiga toxin inh -31, AMA1-RON2 inh -10% and Cycloheximide cs -2.
CNC(=S)NNC(=O)c1cn(C)nc1C was read as Giardia FBPA inh inconclusive, AmpC detergent -7%, HCMV inh 8, AmpC inh no detg -34%, Shiga toxin inh 22, AMA1-RON2 inh 19% and Cycloheximide cs 0.
O=[N+]([O-])c1ccc(O)c(N=Cc2sc3ccccc3c2O)c1 was read as Giardia FBPA inh inconclusive, AmpC detergent inconclusive, HCMV inh 74, AmpC inh no detg -20%, Shiga toxin inh 61*, AMA1-RON2 inh inconclusive and Cycloheximide cs 60*.
Screening O=C(CN1CCOCC1)Nc1cc(C(F)(F)F)ccc1Cl returned Giardia FBPA inh 7%, AmpC detergent 2%, HCMV inh -66*, AmpC inh no detg 20%, Shiga toxin inh -3, AMA1-RON2 inh -3% and Cycloheximide cs 12.
